# Screens deposited in PubChem by Sanford-Burnham Center for Chemical Genomics.
# SENP6 block: SENP6 protease inhibition. 330,000 compounds, 1.8% hits. AID 2599. inhibition, % at 10 µM. Recombinant SENP6 catalytic domain, aminoluciferin luminescence. Q9GZR1;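 active = inhibition above about 50% at the single tested dose, limit read from the data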;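 also: plate controls were DMSO wells with enzyme for no effect and DMSO wells lacking enzyme for full effect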
# Target sequence (Q9GZR1 628-1112 limits assumed): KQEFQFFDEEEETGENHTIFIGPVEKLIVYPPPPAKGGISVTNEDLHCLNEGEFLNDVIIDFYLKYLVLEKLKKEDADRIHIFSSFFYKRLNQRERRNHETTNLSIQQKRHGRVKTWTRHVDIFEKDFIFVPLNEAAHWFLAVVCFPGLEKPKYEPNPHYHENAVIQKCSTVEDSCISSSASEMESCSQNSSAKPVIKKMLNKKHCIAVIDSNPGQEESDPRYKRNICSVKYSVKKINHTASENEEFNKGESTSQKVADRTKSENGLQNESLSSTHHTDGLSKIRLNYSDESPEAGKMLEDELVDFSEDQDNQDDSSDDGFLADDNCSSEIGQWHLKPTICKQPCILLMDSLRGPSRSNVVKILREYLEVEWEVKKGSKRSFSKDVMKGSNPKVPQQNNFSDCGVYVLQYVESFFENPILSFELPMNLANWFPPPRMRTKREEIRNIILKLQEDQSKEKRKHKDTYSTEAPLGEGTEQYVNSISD
# PfGluPho inh: PfG6PD (Plasmodium falciparum) enzyme inhibition | PfGluPho enzyme, NADPH resazurin-diaphorase fluorescence | inhibition, % at 20 µM | 350,000 compounds, 0.78% hits;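 active = inhibition reaching at least a set limit at 20 µM in the primary screen, cut at about 59% in these data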;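 also: 0% = DMSO wells with substrate and 100% = DMSO wells lacking glucose-6-phosphate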
# SENP1 inh: blocks the human SENP1 SUMO protease catalytic domain; Q9P0U3; recombinant SENP1 catalytic domain, CyPet-SUMO1-YPet FRET cleavage; inhibition, % at 10 µM; 360,000 compounds, 0.21% hits; AID 624204;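 active = inhibition at least 30% at 10 µM, raw YFP signal under a set limit, fluorescence ratio 0.5 to 1.5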;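 also: 0% = enzyme with DMSO and 100% = no enzyme wells; some results filed as inactive read as strong as hits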
# Target sequence (Q9P0U3 419-644 limits assumed): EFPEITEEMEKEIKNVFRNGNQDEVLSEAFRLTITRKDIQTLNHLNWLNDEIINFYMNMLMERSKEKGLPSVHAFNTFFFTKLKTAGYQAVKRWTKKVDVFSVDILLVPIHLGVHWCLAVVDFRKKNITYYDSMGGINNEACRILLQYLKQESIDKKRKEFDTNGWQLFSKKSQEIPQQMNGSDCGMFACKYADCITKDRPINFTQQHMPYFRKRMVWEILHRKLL
#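 Compound: 10 µM single point, 0.5% DMSO; Test system: hSENP1 catalytic domain, recombinant; Timing: 50 min reaction at room temperature; Technique: FRET, CFP and YFP emission; Control set: no-enzyme wells low, DMSO-plus-enzyme wells high control.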
# SENP8 block-1: blocks human SENP8 cleavage of Nedd8 substrate | recombinant SENP8, Nedd8 substrate fluorescence | AID 602440 | inhibition, % at 20 µM | 360,000 compounds, 0.64% hits; in the data active = inhibition mostly above about 40%, no sharp cut-off; inactive = mostly below about 27%
# Target sequence (Q96LD8 whole entry, looked up): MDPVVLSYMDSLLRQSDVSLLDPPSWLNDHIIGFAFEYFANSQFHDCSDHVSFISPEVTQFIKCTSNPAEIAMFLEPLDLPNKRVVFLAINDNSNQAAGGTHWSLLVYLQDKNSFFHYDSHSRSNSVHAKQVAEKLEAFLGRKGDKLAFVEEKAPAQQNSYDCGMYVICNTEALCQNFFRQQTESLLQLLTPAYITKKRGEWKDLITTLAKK
# HKDC1 inh: HKDC1 (human) hexokinase inhibition; Q2TB90; recombinant HKDC1, G6PDH/diaphorase resazurin coupled fluorescence; inhibition, % at 20 µM; 340,000 compounds, 0.16% hits; AID 493160;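 active = inhibition above about 35% when tested at 20 µM, limit read from the data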;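 also: plate controls were DMSO wells with enzyme for no effect and DMSO wells lacking enzyme for full effect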
#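 Assay system – recombinant HKDC1 (HK5) hexokinase enzyme, produced in-house · Input – HKDC1 at 5 µg/mL · Reagent – glucose plus 1 mM ATP as hexokinase substrates · Timing – 90 min reaction incubation at room temperature, dark · Measured by – G6PDH/diaphorase-coupled fluorescence, 1 mM NADP, 100 µM resazurin, 525/613 nm · Benchmarks – DMSO-enzyme wells negative, buffer-substituted wells positive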
# SENP7 block: inhibitors of human SENP7 protease | Q9BQF6 | recombinant SENP7, Z-RLRGG-aminoluciferin luminescence, 40 min | inhibition, % at 5 µM | 330,000 compounds, 1.5% hits;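 active = inhibition above about 50% at the single test dose, limit read from the data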;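 also: plate controls were DMSO with enzyme for no effect and no enzyme buffer wells for full effect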
# Apaf1 inhib: human Apaf-1 inhibition | O14727 | reconstituted apoptosome caspase-3 activity, DEVD-Rh110 fluorescence | inhibition, % at 20 µM | 330,000 compounds, 0.71% hits | AID 489030; active = inhibition of at least 40% at 20 µM;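 also: plate controls were DMSO wells for no effect and DEVD-CHO caspase inhibitor wells for full effect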
#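 detection = Rh110 fluorescence intensity | test system = biochemical Apaf-1 apoptosome reconstitution | also added = cytochrome c and DEVD-Rh110 substrate | schedule = 30 min plus 50 min, RT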
# SENP8 block-2: blocks the human protease SENP8. Q96LD8. purified SENP8, Z-RLRGG-aminoluciferin cleavage, luminescence. inhibition, % at 10 µM. 330,000 compounds, 1.2% hits. AID 2540; in the data active = inhibition above about 50%
# * hit, by the source's call; . = not tested or not shown.
1) COc1ccc(N=C2SC(C(=O)Nc3ccc(F)cc3)CC(=O)N2C)cc1 (stereo not drawn)
2) COc1ccc2sc(-c3ccc(S(C)(=O)=O)cc3)c(C(=O)NCCCN3CCCC3=O)c2c1
3) COc1ccccc1-c1c(C(F)(F)F)oc2c(CN(C)C)c(O)ccc2c1=O
4) Cc1ccc(S(=O)(=O)/N=C(/Nc2cccc(O)c2)c2ccccc2)cc1
5) O=C(O)CSCC(=O)Nc1ccc(C(=O)O)cc1
6) Cc1ccc(N(C)C(=O)CCNC(=O)Cn2cnc3ccccc3c2=O)cc1C
7) COc1cccc(NC(=O)C2CCN(C(=O)[C@@H]3Cc4ccccc4CN3)CC2)c1
8) CS(=O)(=O)N1CCN(C(=O)CCc2ccccc2)CC1

Compound,1,2,3,4,5,6,7,8
SENP6 block,-3,-9,17,-6,-16,-57,7,-10
PfGluPho inh,12,-6,0,5,-6,10,13,2
SENP1 inh,2,2,-3,-2,1,-1,1,5
SENP8 block-1,19,-164,-91,10,21,21,6,12
HKDC1 inh,-4,1,-5,0,1,-3,-5,-5
SENP7 block,-10,8,-4,2,-6,1,-3,-1
Apaf1 inhib,-7,-8,0,4,10,-1,-2,4
SENP8 block-2,2,-3,8,9,-10,-3,-2,5

9) Cc1ccc(C(C2C(=O)CC(C)(C)CC2=O)C2C(=O)CC(C)(C)CC2=O)s1
10) CSc1ncccc1C(=O)N1CCN(S(=O)(=O)c2ccc(C)cc2)CC1
11) CN1CCN(S(=O)(=O)c2ccc3c(c2)C(C)(C)C(=O)N3C)CC1
12) Cc1cc(NS(=O)(=O)c2c(C(=O)N3CCOCC3)c(C)n(C)c2C)ccc1Br
13) CCC1CCC(NC2CCCCNC2=O)CC1 (stereo not drawn)
14) CCN1CCCC1CNC(=O)Cn1cccc1C(=O)c1ccccc1C (stereo not drawn)
15) CCN(CC)CCNC(=O)c1ccc(NC(=O)C2CCN(S(=O)(=O)c3ccc4c(c3)OCCO4)CC2)cc1
16) CCN(C(=O)Cn1cnc2ccccc2c1=O)C1CCS(=O)(=O)C1 (stereo not drawn)

Compound,9,10,11,12,13,14,15,16
SENP6 block,-9,-14,-2,-3,-6,12,-15,5
PfGluPho inh,5,-6,8,4,-8,-7,16,-8
SENP1 inh,1,2,1,1,2,-8,0,2
SENP8 block-1,22,4,6,3,20,23,15,20
HKDC1 inh,-1,-6,-3,6,0,-6,-2,-4
SENP7 block,-9,3,-6,5,-1,0,-12,-8
Apaf1 inhib,14,-3,-1,-5,-22,3,3,1
SENP8 block-2,-3,-2,-2,2,-4,0,-6,-6

17) O=C(Cc1ccc(Cl)cc1Cl)OCC(=O)N1CCCCC1
18) Cc1noc(C)c1C(=O)N1CCC2(CC1)Oc1ccc(F)cc1C(=O)C21CC(c2ccc(Cl)cc2)=NO1 (stereo not drawn)
19) COc1cc(C)c(C(=O)Oc2cc(C)c(C(=O)O)c(O)c2)c(O)c1
20) CCN(CC(=O)NC)S(=O)(=O)c1ccc(C)cc1
21) CSc1cccc(NC(=O)CN(C)S(=O)(=O)c2cnc[nH]2)c1
22) Fc1cccc(NC(=S)Nc2cccnc2)c1
23) COCCN(CC(=O)Nc1cccc(C)c1C)C(=O)C1CCN(S(=O)(=O)c2ccccc2)CC1
24) Cc1nn2c(-c3cccc(NC(=O)CSc4nc5ccccc5o4)c3)nnc2c2ccccc12

Compound,17,18,19,20,21,22,23,24
SENP6 block,-8,-1,56*,-10,7,-17,.,2
PfGluPho inh,4,-8,-6,-12,-6,-12,-5,19
SENP1 inh,-2,3,0,-2,0,1,-1,-2
SENP8 block-1,3,-11,34,24,1,0,15,-130
HKDC1 inh,-9,3,1,-3,-6,-2,-2,6
SENP7 block,4,13,-3,12,5,4,.,1
Apaf1 inhib,6,19,5,-9,-2,-6,.,12
SENP8 block-2,-1,-10,55*,-9,1,-7,.,1

25) CCN(CCCNC(=O)c1nn(C)c2c1CS(=O)(=O)c1ccccc1-2)Cc1ccccc1
26) CCn1cc(C(=O)O)c(=O)c2cc(F)c(N3CCN(C(=S)NC(=O)c4cccc(F)c4)CC3)cc21
27) O=C(Nc1ccc(O)cc1)N1CCOCC1
28) Cc1sc2ncnc(SCC(=O)N3CCCCC3)c2c1C
29) CCC(C)c1ccc(NC(=O)C/C(C)=N/NC(=O)c2cnccn2)cc1 (stereo not drawn)
30) CC(C)OCCCNC(=O)C1CCC(CNS(=O)(=O)c2ccc(Cl)cc2)CC1 (stereo not drawn)
31) O=C(c1cccnc1)c1cccnc1
32) Cc1nc2scc(-c3cccs3)c2c(=O)[nH]1

Compound,25,26,27,28,29,30,31,32
SENP6 block,-6,-23,7,-13,11,6,-25,-10
PfGluPho inh,3,15,30,-4,0,-7,-11,22
SENP1 inh,-2,2,1,-2,4,-1,2,-1
SENP8 block-1,1,-346,7,12,5,13,12,13
HKDC1 inh,-9,-2,-7,4,-7,4,-9,-6
SENP7 block,-5,5,-4,7,4,7,5,6
Apaf1 inhib,-5,-7,6,6,5,11,-4,-4
SENP8 block-2,-2,-10,0,-5,0,2,-5,-4

# Part of the list above, set out differently:
no.	Compound	SENP6 block	PfGluPho inh	SENP1 inh	SENP8 block-1	HKDC1 inh	SENP7 block	Apaf1 inhib	SENP8 block-2
30	CC(C)OCCCNC(=O)C1CCC(CNS(=O)(=O)c2ccc(Cl)cc2)CC1 (stereo not drawn)	6	-7	-1	13	4	7	11	2
31	O=C(c1cccnc1)c1cccnc1	-25	-11	2	12	-9	5	-4	-5

# Additional compounds.
33) Cc1cc(C(=O)N2CCC(C(N)=O)CC2)c(C)o1
34) CC(O)[C@H]1CNCCN1CCc1cc(C(F)(F)F)cc(C(F)(F)F)c1 (stereo partly drawn)
35) Cn1c(=O)c2[nH]c(C3CCCC3)nc2n(C)c1=O
36) Cc1ccc(S(=O)(=O)NC(CC(C)C)C(=O)N2CCOCCOCCOCCOCC2)cc1 (stereo not drawn)
37) O=[N+]([O-])c1cc(C(F)(F)F)ccc1N1CCCNCC1
38) Cn1c(=O)cc(SCC(=O)N2CCCC2)c2ccccc21
39) COc1cc(-c2nc3n(n2)C(c2ccc(F)cc2)C2=C(CCCC2=O)N3)cc(OC)c1OC (stereo not drawn)
40) CCC(NC(=O)N(Cc1ccccc1)Cc1ccc2c(c1)OCO2)(C(F)(F)F)C(F)(F)F

Compound,33,34,35,36,37,38,39,40
SENP6 block,0,-3,-6,-7,-19,11,-4,-3
PfGluPho inh,3,5,18,-7,21,15,14,0
SENP1 inh,1,0,1,1,-5,2,1,2
SENP8 block-1,11,8,2,14,15,-44,-22,4
HKDC1 inh,-3,-1,0,-4,-5,1,1,4
SENP7 block,6,-1,-8,0,-5,-1,-7,2
Apaf1 inhib,-3,10,-5,-6,4,3,3,-7
SENP8 block-2,-3,2,-7,1,-12,5,-7,14

41) COc1ccccc1-c1cc(C2CC2)nc(N)c1C#N
42) Nc1cccc(N=[N+]([O-])c2cccc(N)c2)c1
43) O=C(/C=C/c1ccccc1Cl)Nc1ccc(S(=O)(=O)Nc2ncccn2)cc1
44) O=C(NCC1CCN(S(=O)(=O)c2ccccc2)CC1)Nc1ccccc1
45) N#Cc1ccc(-c2ccc(OCC(=O)Nc3cccnc3)cc2)cc1
46) COc1cccc(-c2nc(CS(=O)(=O)CC(=O)Nc3cc(C)ccc3C)c(C)o2)c1
47) CC(C)Oc1ccc(C(=O)Nc2ccccc2N2CCCC2)cc1
48) O=C(CN1CCOCC1)Nc1cc(Cl)ccc1Cl

Compound,41,42,43,44,45,46,47,48
SENP6 block,-6,.,-13,-14,-7,14,-12,2
PfGluPho inh,2,-3,-20,10,1,-14,21,-2
SENP1 inh,-5,2,1,-2,1,2,0,0
SENP8 block-1,-285,28,-8,14,-101,-3,-1,20
HKDC1 inh,3,-1,-5,-3,-6,-3,-1,10
SENP7 block,4,.,-1,12,-1,0,5,-3
Apaf1 inhib,-4,.,-3,-15,2,-3,4,-9
SENP8 block-2,-11,.,0,-9,-2,4,0,6

# Five structures from above, arranged by length of the SMILES, smallest number first:
42) Nc1cccc(N=[N+]([O-])c2cccc(N)c2)c1
25) CCN(CCCNC(=O)c1nn(C)c2c1CS(=O)(=O)c1ccccc1-2)Cc1ccccc1
39) COc1cc(-c2nc3n(n2)C(c2ccc(F)cc2)C2=C(CCCC2=O)N3)cc(OC)c1OC (stereo not drawn)
26) CCn1cc(C(=O)O)c(=O)c2cc(F)c(N3CCN(C(=S)NC(=O)c4cccc(F)c4)CC3)cc21
18) Cc1noc(C)c1C(=O)N1CCC2(CC1)Oc1ccc(F)cc1C(=O)C21CC(c2ccc(Cl)cc2)=NO1 (stereo not drawn)

Compound,42,25,39,26,18
SENP6 block,.,-6,-4,-23,-1
PfGluPho inh,-3,3,14,15,-8
SENP1 inh,2,-2,1,2,3
SENP8 block-1,28,1,-22,-346,-11
HKDC1 inh,-1,-9,1,-2,3
SENP7 block,.,-5,-7,5,13
Apaf1 inhib,.,-5,3,-7,19
SENP8 block-2,.,-2,-7,-10,-10

# Remaining list, next part.
49) Cc1ccc(-n2ncc3c2CC(C)(C)CC3NC(=O)CCN2CCCO2)cc1 (stereo not drawn)
50) CCc1cccc2c(C#N)cn(CC(=O)NCCOC)c12
51) CCCCCN1C(=O)/C(=C/c2c(N3CCc4ccccc4C3)nc3ccccn3c2=O)SC1=S
52) Cc1c(NC(=O)C(C)OC(=O)c2cccc(S(=O)(=O)N3CCOCC3)c2)c(=O)n(-c2ccccc2)n1C (stereo not drawn)
53) Cn1nc(C(F)(F)F)c(-c2ccc(Br)cc2)c1NC(=O)Nc1ccc(F)cc1F
54) Cc1ccc([C@@H]2[C@@H]3C(=O)N(c4ccccc4)C(=O)[C@@H]3[C@]3(C)C(=O)N(Cc4ccccc4)CC(=O)N23)o1
55) CS(=O)(=O)c1ccc(-c2sc3ccccc3c2C(=O)N2CCN(c3ccc(F)cc3)CC2)cc1
56) O=C(Nc1cccc([N+](=O)[O-])c1)c1ccc(-c2ccccc2)cc1

Compound,49,50,51,52,53,54,55,56
SENP6 block,14,-4,-4,-13,-20,-22,6,-6
PfGluPho inh,25,11,8,-9,16,-2,10,-19
SENP1 inh,-1,0,-26,.,4,-13,2,3
SENP8 block-1,12,14,-82,.,30,-6,-198,14
HKDC1 inh,-6,0,5,0,-1,-8,-4,1
SENP7 block,0,-6,2,0,-5,-9,43,-13
Apaf1 inhib,3,16,-1,-16,-2,17,20,-10
SENP8 block-2,2,-5,-5,-6,5,-14,-9,-1

57) O=C(Cc1ccc(NC(=O)C2CCCN(C(=O)c3ccccc3)C2)cc1)Nc1ccc(C(=O)N2CCOCC2)cc1 (stereo not drawn)
58) CCc1cccc(NS(=O)(=O)c2c(C)nc3scc(C)n3c2=O)c1
59) CC(C)CN(C(=O)c1ccc(C(F)(F)F)cc1)c1c(N)n(CC(C)C)c(=O)[nH]c1=O
60) O=C(NN=Cc1ccc(O)cc1)C(=O)NN=Cc1ccc(O)cc1
61) Cc1cc(=O)oc2cc(NC(=O)CC3(CC(=O)O)CCCC3)ccc12
62) Cc1cc(C)c(S(=O)(=O)N2CCN(c3ccc([N+](=O)[O-])c(NCC4CCCO4)c3)CC2)c(C)c1 (stereo not drawn)

Compound,57,58,59,60,61,62
SENP6 block,.,6,21,.,-15,-17
PfGluPho inh,-6,-20,8,5,-7,-4
SENP1 inh,0,-1,-3,-1,1,5
SENP8 block-1,9,-2,2,-151,-425,26
HKDC1 inh,3,-2,0,-4,2,9
SENP7 block,.,-7,1,.,-12,0
Apaf1 inhib,.,6,-4,.,0,11
SENP8 block-2,.,-4,-2,.,-11,1
